High-throughput results from PubChem BioAssay.
PglD inh: C. jejuni PglD acetyltransferase inhibitors, primary screen, biochemical, DTNB colorimetric, single point; UDP-N-acetylbacillosamine N-acetyltransferase PglD (Campylobacter jejuni); purified PglD enzyme, DTNB colorimetric CoA detection; inhibition, % at 12.5 µM; 360,000 tested, 0.098% active; in the data active = inhibition above about 16%, passing the limit was not always enough; also: strong numbers were not always called active
CFTR F508del cor: F508del CFTR correction, initial screen, CFBE line, single point; activity (quench increase), % at 7.58 µM; CFBE cells, YFP halide quenching; stimulated with forskolin plus potentiator P3; % fluorescence drop versus neutral controls; 350,000 tested, 0.36% active;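 active = mean added fluorescence quench of at least 8% versus neutral control, with both replicates also reaching 8%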;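 also: cells transiently co-express mutant CFTR-F508del with the halide-sensitive YFP; corrector assay measuring rescue of mutant channel to the surface after 24 h compound exposure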
GSIS activator: GLuc luminescence reporter in INS-1E cells, primary screen for activators of glucose-dependent secretion of insulin; INS-1E GLuc reporter insulin secretion, 2-3 h; activation, % at 16.6 µM; 370,000 tested, 0.61% active; AID 743287, 2014;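 active = lowest replicate activation of at least 40%, so every replicate reaches that level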;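 also: 0% = median of neutral control wells and 100% = median of IBMX positive control wells; some compounds called inactive have numbers as strong as hits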
Statin myotox sup: suppressors of statin myotoxicity in C2C12 myotubes, primary screen, cell-based, single point, plate reader; 330,000 tested, 0.78% active; C2C12 myotubes + simvastatin, ATP luminescence, 48 h; scaled: DMSO 0, geranylgeraniol control 100; rescue of ATP level, % at 7.49 µM;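 active = mean ATP rescue above about 67%, or every replicate alone reaching that limit, limit read from the data, passing the limit was not always enough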;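 also: myotubes were challenged with 10 µM simvastatin during compound exposure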
miR-122 sensor: miR-122 Renilla sensor signal increase in Huh7, primary screen, miR-122 inhibitor project, cell-based, single point, plate reader; Huh7 miR-122 Renilla luciferase sensor, 48 h; neutral wells = 0, positive control = 100; activation (reporter increase), % at 12.5 µM; 340,000 tested, 0.3% active; AID 602342, 2012;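 active = mean replicate activation score at least 90 and every replicate individually at or above 90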;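 also: higher luciferase means less miR-122 activity so hits act as miR-122 inhibitors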
FN deposit inh: inhibitors of fibronectin matrix deposition, primary screen, AH1F cells, Alexa488-fibronectin fluorescence, plate reader; AH1F fibroblasts, overnight; inhibition, % at 12.6 µM; 350,000 tested, 0.086% active;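 active = mean inhibition across replicates of 30% or more, regardless of how many single replicates reach that level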;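 also: positive control wells lacked labelled fibronectin entirely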
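Schedule: 1 h cell adhesion before compound, then overnight fibronectin incubation; test system: AH1F fibroblast monolayer depositing Alexa488-labelled fibronectin into matrix; quantity: 10000 AH1F cells per well; probe or stimulus: fluorescent fibronectin at 24 nM final; signal: fluorescence, ex 485 nm, em 525 nm; evaluation: percent inhibition as loss of matrix-bound fibronectin fluorescence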
PGC1a acetyl inh: inhibitors of PGC1a acetylation signal, primary screen, cell-based, U2OS, AlphaScreen, inhibitor mode; AID 651687, 2012; 350,000 tested, 0.17% active; inhibition, % at 15.6 µM; AlphaScreen anti-acetyl-lysine; with virally co-expressed GCN5 acetyltransferase;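 active = every replicate shows inhibition of at least 40%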;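 also: 0% = neutral control wells and 100% = positive control wells; some results beyond the cut were filed as inactive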
Cneo AK release: Cryptococcus neoformans cell lysis inducers, primary screen, AK release luminescence, single concentration; C. neoformans lysis, adenylate kinase release luminescence, 4 h; normalised: neutral wells 0, clomiphene wells 100; lysis activity, % at 15 µM; 360,000 tested, 0.2% active; AID 651654, 2012;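 active = mean lysis activity across replicates of at least 80%, whatever share of replicates individually reach that level; inactive = mean lysis activity below 80%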
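Schedule: static 4 h at 37 °C with compound, 1 h detection; system: C. neoformans cells; benchmarks: Clomiphene as positive control; buffer or medium: fresh YPD medium; measure: luminescence rise reflecting yeast cell lysis; measured by: luminescent adenylate kinase detection reagent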
* marks the source's active call; other numbers are inactive results; nt = not tested or not shown; & = joins results of further samples; [ ] = another dose, or the depositor's remark. This is a random part of the collection; any-hit rate near 2.1%.

No. | SMILES | PglD inh | CFTR F508del cor | GSIS activator | Statin myotox sup | miR-122 sensor | FN deposit inh | PGC1a acetyl inh | Cneo AK release
1 | CCn1c(SCC(=O)c2c(N)n(C3CC3)c(=O)[nH]c2=O)nc2cc(S(N)(=O)=O)ccc21 | 0 | -0.5 | 4 | 6 | -7 | 4 | 2 | 0
2 | CCCc1cc(-c2n[nH]c(=S)n2-c2cccc(C)c2)cs1 | 2 | -1.2 | -4 | 18 | -5 | 5 | -8 | 4
3 | CCN1[C@@H]2c3ccc(-c4ccccc4OC)c(=O)n3C[C@@H]2[C@@H](CO)[C@@H]1C(=O)N(C)C | 2 | -2.2 | -4 | 3 | -1[16.7 µM] | nt | nt | 29
4 | Cc1cccc(NC(=O)c2ncn3c2C(=O)NC[C@H]3C)c1 | -7 | 0.3 | 3 | 5 | 1 | -8 | nt | -2
5 | CCOC(=O)C1(CCCc2ccccc2)CCN(S(C)(=O)=O)CC1 | -6 | 2.4 | 31 | 6 | nt | 8 | nt | 0
6 | CN(C)CC(=O)N1[C@@H](C#N)[C@H](c2ccc(C#CC3CCCC3)cc2)[C@@H]1CO | -4 | -1.5 | -1 | -1 | nt | 3 | -23 | 7
7 | O=C(Nc1ccc(Cl)cn1)C1CC1 | 2 | 2.6 | 13 | nt | nt | 10 | nt | -4
8 | CC(C)C1C(=O)N(Cc2cn(CC3CCCCC3)nn2)CCS(=O)(=O)N1Cc1ccc(-c2cccc(CO)c2)cc1 (stereo unspecified) | -1 | -4.7 | 10 | 13 | 4 | 9 | -17 | 7
9 | CN(c1ccccc1)S(=O)(=O)c1ccc(NC(=O)c2ccco2)cc1 | nt | -1.4 | 3 | 3 | -3 | -3 | -9 | nt
10 | COc1cc2c(cc1OC)CN(CC(=O)Nc1ccccc1C#N)CC2 | -5 | nt | nt | -14 | 3 | nt | -5 | 2
11 | Cc1ccc(CN2CCN(C(=O)CC(C)C)CC2)cc1 | 2 | -0.7 | -6 | 6 | -1 | 21 | -8 | -2
12 | CCN1CCCC1CNC(=O)c1ccc2c(=O)n(CCOC)c(=O)[nH]c2c1 (stereo unspecified) | 3 | nt | nt | -8 | -17 | 6 | 5 | 4
13 | CN(CCO)c1ncnc2nc[nH]c12 | -4 | -1.1 | 21 | -14 | 0 | -10 | -4 | 0
14 | C/C=C/c1ccc2c(c1)O[C@@H](CN(C)C(=O)CN(C)C)[C@H](C)CN([C@H](C)CO)S2(=O)=O | 4 | -1.5 | 2 | -1 | 0[16.7 µM] | 2 | -9 | -2
15 | COc1cc(Cl)ccc1OCc1cc(C(=O)N2C[C@@H]3CCC[C@H]2C3)no1 | -4 | -2.1 | nt | -12 | -8 | -3 | -5 | -3
16 | COc1ccc(C2=C(CN(C)C)C(c3ccccc3)c3ccccc3O2)cc1 (stereo unspecified) | -11 | nt | nt | nt | -1 | nt | -9 | 2
17 | Cc1cc(O)cc(O[C@H]2OC(CO)[C@H](O)[C@@H](O)[C@H]2O)c1 (stereo partly specified) | 3 | 3.6 | -2 | 10 | 1 | 2 | 2 | 3
18 | COc1ccc(NS(=O)(=O)c2ccc3ccccc3c2)c2ncccc12 | 2 | -5.1 | 8 | nt | 104* | 15 | -1 | 0
19 | O=C(NC1CCN(C(=O)NC2CCCCC2)CC1)c1cccc(F)c1 | -5 | 0.4 | 1 | 0 | -1 | -4 | 2 | -1
20 | CC(=Nc1ccccc1)C1=C(O)COC1=O | -5 | 0.0 | -4 | -17 | -1 | nt | -3 | 1
21 | CO[C@H]1CN(C)C(=O)c2ccc(NC(=O)C3CC3)cc2OC[C@H](C)N(C(=O)c2ccccn2)C[C@H]1C | -1 | -1.1 | 4 | 0 | nt | 2 | -7 | 1
22 | O=C(c1cccc(C(F)(F)F)c1)C1CCCN(C(=O)c2cc(C3CC3)[nH]n2)C1 (stereo unspecified) | -3 | 3.3 | -31 | 4 | 1 | 2 | -1 | -1
23 | COCC(=O)Nc1ccc2c(c1)C(=O)N(C)C[C@@H](OC)[C@@H](C)CN[C@@H](C)CO2 | 2 | -2.0 | 2 | -2 | -2[16.7 µM] | -10 | -3 | -3
24 | COc1ccc(/C=C/c2c(-c3ccc(OC)cc3)sc3cc(OC)c(OC)cc23)cc1 | -6 | 3.5 | 2 | 4 | nt | -2 | nt | 3
25 | C[C@@H]1CN([C@H](C)CO)C(=O)c2cc(C#CC3(O)CCCC3)cnc2O[C@H]1CN(C)C | 9 | -0.8 | -4 | -8 | -6[16.7 µM] | -2 | 4 | 1
26 | O=C(Nc1cnccn1)Nc1ccc(Cl)cc1Cl | 5 | nt | 35 | nt | -6 | 2 | 3 | 0
27 | COc1ccc(CNC(=O)C[C@H]2CC[C@@H](NC(=O)CN(C)C)[C@@H](CO)O2)cc1 | 0 | 2.4 | 2 | -14 | nt | 7 | 0 | -2
28 | O=C(CCCCCNC(=O)N1CCn2c1nc1ccccc12)N[C@@H](Cc1ccccc1)C(=O)O | 0 | -3.2 | -2 | -9 | -1 | nt | 5 | -3
29 | Cc1nc(SCC(=O)NCCc2ccccc2)c2c(=O)n(C)c(=O)n(C)c2n1 | 7 | -1.6 | 26 | 2 | -6 | 1 | 0 | 7
30 | CCOC(=O)c1sc2nccc(OC)c2c1N=CNOC | nt | 1.0 | 1 | nt | nt | 0 | 15 | nt
31 | O=c1ccc(Oc2nc(N3CCOCC3)nc(N3CCOCC3)n2)nn1-c1ccccc1 | -7 | nt | 9 | 3 | -6 | nt | 12 | -4
32 | CCCCOc1ccccc1C(=O)N(Cc1ccc(C)o1)C1CCS(=O)(=O)C1 (stereo unspecified) | 1 | -0.6 | -11 | 12 | -1 | -1 | 6 | 4
33 | COc1ccc(NC(=O)N(C)C[C@@H]2Oc3ccc(NC(=O)c4ccncc4)cc3C(=O)N([C@@H](C)CO)C[C@@H]2C)cc1 | -5 | 3.1 | 7 | 23 | -4[16.7 µM] | nt | 0 | -8
34 | O=c1[nH]cccc1-c1nc2ccccc2n1Cc1ccccc1F | 0 | 1.2 | 20 | -8 | nt | -7 | nt | 0
35 | O=C(O)c1ccc(Cl)c(NC(=O)C2CCCN2S(=O)(=O)c2cccc3nsnc23)c1 (stereo unspecified) | 1 | nt | nt | -17 | 2 | -8 | -3 | -2
36 | Cc1n[nH]c(=O)n1-c1cccc(C(F)(F)F)c1 | -1 | nt | 17 | 0 | -5 | -2 | 2 | -1
37 | Cc1ccc(NC(=O)CCN2C(=O)c3ccccc3Sc3ncccc32)cc1 | 3 | 1.2 | 9 | -10 | 1 | -5 | 4 | 0
38 | COc1ccc(NS(=O)(=O)c2ccc(N3CCN(CCO)CC3)c([N+](=O)[O-])c2)cc1 | -5 | -2.0 | -57 | nt | nt | -15 | 0 | -4
39 | CC(NC(=O)c1cc(-c2ccc3c(c2)OCO3)nc2ccccc12)C(C)(C)C (stereo unspecified) | 8 | nt | nt | 21 | 5 | -6 | 1 | 3
40 | Cc1ccnc(NS(=O)(=O)c2ccc(NC(=O)C3CCCCC3C(=O)O)cc2)n1 (stereo unspecified) | -4 | nt | nt | -5 | -11 | nt | 5 | 1
41 | c1ccc(CC2CCN(C(c3cccs3)c3nnnn3C3CCCC3)CC2)cc1 (stereo unspecified) | -3 | nt | nt | 37 | -4 | 11 | -4 | 0
42 | COc1ccc(C)cc1S(=O)(=O)N1CCN(Cc2ccccc2)CC1 | -6 | nt | nt | 15 | 31 | 14 | 0 | 0
43 | O=C(CN1CCCCCC1)Nc1cccc(NC(=O)CN2CCCCCC2)c1 | 1 | -2.0 | 0 | 3 | -12 | -1 | nt | -1
44 | Cc1noc(C)c1NC(=O)Nc1ccc2c(c1)C(=O)N([C@@H](C)CO)C[C@@H](C)[C@@H](CN(C)C(=O)Cc1ccccc1)OCCCC[C@@H](C)O2 | 2 | 2.0 | 9 | -23 | 8[16.7 µM] | nt | 7 | 1
45 | NC(=O)c1ccc(NC(=O)CCCc2nc(-c3ccccc3Cl)no2)cc1 | -1 | nt | -4 | -4 | 3 | -9 | nt | 3
46 | COc1ccc(N(C(=O)c2snc(C(N)=O)c2N)C(C(=O)NC2CCCC2)c2cccs2)c(OC)c1 (stereo unspecified) | -1 | 0.7 | -1 | -10 | -4 | 7 | -44 | -3
47 | COc1cc2cc(CN(CCO)C(=O)c3cccs3)c(=O)[nH]c2cc1OC | 4 | nt | nt | -15 | -5 | nt | 13 | -1
48 | CCCN(CCC)CCNC(=O)C1c2ccccc2C(=O)N(CCOC)C1c1ccc(F)cc1 (stereo unspecified) | -4 | nt | nt | -4 | 12 | 7 | -4 | 10
49 | Cc1ccc(Cn2c(C)c(C(=O)NCc3ccccc3C(F)(F)F)sc2=O)cc1 | -7 | 3.3 | -34 | 31 | nt | -2 | nt | 0
50 | C#CCn1c(=NC(=O)c2ccco2)sc2cccc(Cl)c21 | nt | 2.2 | -2 | -14 | 60 | -5 | nt | nt
51 | Cn1c(COc2cccc3ccccc23)nnc1SCC(=O)OC1CCCCC1 | 3 | 0.4 | nt | nt | -1 | 9 | 2 | 18
52 | O=C1C=C(c2ccccc2)C[C@@H](c2ccc3c(c2)OCO3)C1 | -5 | 0.0 | 33 | 8 | -1 | 19 | -26 | -3
53 | O=C1COc2ccc(C(=O)COC(=O)c3ccccn3)cc2N1 | 4 | -2.7 | 17 | 0 | -4 | 9 | nt | -4
54 | O=C(NCc1ccccc1)C1=C[C@@H](c2ccc(C(F)(F)F)cc2)C[C@@H](OCCCCO)O1 | 1 | -0.5&0.2 | -7 | -1 | -23 | 0 | -9&-2 | -1&4
55 | Cc1ccccc1NC(=O)CSc1ccc(-c2ccccn2)nn1 | -4 | 4.4 | 6 | nt | nt | 3 | -1 | -2
56 | C[C@@H]1CCCCO[C@@H](CN(C)Cc2ccc(C(F)(F)F)cc2)[C@H](C)CN([C@@H](C)CO)C(=O)c2cc(NC(=O)CCCN(C)C)ccc2O1 | 6 | 0.7 | 11 | nt | -13[16.7 µM] | nt | nt | -5
57 | COCC#Cc1cnc2c(c1)C(=O)N([C@H](C)CO)C[C@H](C)[C@@H](CN(C)C(=O)Nc1cc(F)ccc1F)O2 | 0 | 1.6 | 1 | -6 | -18[16.7 µM] | -19 | -1 | 3

Ordered by SMILES length (lowest first): part of the list above.
No. | SMILES | PglD inh | CFTR F508del cor | GSIS activator | Statin myotox sup | miR-122 sensor | FN deposit inh | PGC1a acetyl inh | Cneo AK release
34 | O=c1[nH]cccc1-c1nc2ccccc2n1Cc1ccccc1F | 0 | 1.2 | 20 | -8 | nt | -7 | nt | 0
10 | COc1cc2c(cc1OC)CN(CC(=O)Nc1ccccc1C#N)CC2 | -5 | nt | nt | -14 | 3 | nt | -5 | 2
15 | COc1cc(Cl)ccc1OCc1cc(C(=O)N2C[C@@H]3CCC[C@H]2C3)no1 | -4 | -2.1 | nt | -12 | -8 | -3 | -5 | -3
